Sm TGR inh: qHTS Assay for the Inhibitors of Schistosoma Mansoni Peroxiredoxins | Schistosoma mansoni thioredoxin glutathione reductase (TGR), Q962Y6 | purified TGR, DTNB reduction, TNB absorbance 405 nm | Potency, µM (series often up to 114 µM), without a hit: at the top dose activity change, negative = inhibition, usual class: inhibitors | hit rate 3% among 360,000 | AID 485364, 2010; also: nearly all actives have a fitted effect of over 60% in size
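TGR 20 nM + NADPH 100 uM (dispensed conc.), cpd preinc 15 min RT; start with NADPH (500 uM addition) then DTNB (15 mM addition). Kinetic TNB absorbance, 405 nm filter. Four-parameter Hill fit across titration.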
HCV inh: qHTS Assay for Inhibitors of Hepatitis C Virus (HCV). Huh7.5.1 HCVcc-Cre infection, luciferase reporter, 44 h. Potency, µM (series often up to 41.8 µM), without a hit: at the top dose activity change, negative = inhibition, most hits filed as inhibitors. hit rate 3.4% among 340,000
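A cell-based infection assay in which seeded cells (1,000 per well) receive test compound after 4 h, are inoculated with HCVcc-Cre at approximately 0.5 moi, and are incubated 44 h before luminescence detection.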
Tb PYK inh: qHTS of Trypanosoma Brucei Inhibitors. pyruvate kinase (Trypanosoma brucei), Q57TT1. hit rate 0.12% among 410,000. Potency, µM (titrated, usually from 76.8 µM), inactives show top-dose activity, negative = inhibition, actives largely listed as inhibitors. AID 624173, 2012. TbPYK enzyme, Kinase-Glo Plus ATP luminescence, 45 min; also: nearly all actives have a fitted effect of over 50% in size
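T. brucei PYK with substrate was exposed to pin-transferred compounds across a concentration series, then started with 130 uM ADP (final). After 45 min at room temperature, Kinase-Glo Plus luminescence was read, normalized and curve-fitted.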
Pf growth 96h: Primary qHTS for delayed death inhibitors of the malarial parasite plastid, 96 hour incubation; P. falciparum luciferase reporter growth, 96 h; Potency, µM (top dose mostly 28.7 µM), for the others: top-dose activity change, negative = inhibition, hits mostly inhibitors; hit rate 6.9% among 320,000; AID 504834, 2011
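Two-generation exposure (96 h) targets delayed-death phenotype. Reporter parasites carrying integrated firefly luciferase, in red cells at 2% hematocrit and 0.05% parasitemia final, kept at 37 C, 5% CO2; luminescence loss indicates inhibition.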
Pf growth 48h: Primary qHTS for delayed death inhibitors of the malarial parasite plastid, 48 hour incubation | hit rate 5.9% among 310,000 | P. falciparum luciferase growth in erythrocytes, 48 h | Potency, µM (top dose mostly 28.7 µM), for inactives: at the highest dose activity change, negative = inhibition, hits mostly inhibitors
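First compound was added to culture medium, then infected red cells at 0.1% parasitemia and 2% hematocrit (final). After incubation at 37 C under 5% CO2, luciferase detection reagent was dispensed and light output recorded.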
LmPK inhibitor: qHTS Assay for Inhibitors of Leishmania Mexicana Pyruvate Kinase (LmPK). Q27686. purified LmPK, Kinase-Glo ATP luminescence, 1 h. Potency, µM (titrated, usually from 57.5 µM), inactives show at the highest dose activity change, negative = inhibition, hits mostly inhibitors. hit rate 0.37% among 290,000. AID 1721, 2009
Target sequence (Q27686 whole entry, looked up): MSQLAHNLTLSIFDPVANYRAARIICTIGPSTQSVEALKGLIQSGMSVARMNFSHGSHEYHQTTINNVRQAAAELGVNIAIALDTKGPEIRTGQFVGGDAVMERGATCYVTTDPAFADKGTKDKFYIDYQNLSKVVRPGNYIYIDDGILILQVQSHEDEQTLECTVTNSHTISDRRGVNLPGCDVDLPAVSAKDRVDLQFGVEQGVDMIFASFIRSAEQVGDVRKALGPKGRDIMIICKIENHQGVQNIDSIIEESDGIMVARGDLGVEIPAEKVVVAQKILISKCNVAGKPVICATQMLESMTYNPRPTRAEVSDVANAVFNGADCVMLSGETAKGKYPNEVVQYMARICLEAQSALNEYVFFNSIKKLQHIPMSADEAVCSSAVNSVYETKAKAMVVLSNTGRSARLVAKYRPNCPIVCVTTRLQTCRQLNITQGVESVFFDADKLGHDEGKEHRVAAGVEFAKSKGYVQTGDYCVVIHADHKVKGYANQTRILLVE
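Pyruvate kinase activity monitored as ATP production (luciferase luminescence). Conditions: 0.1 nM enzyme, 0.5 mM PEP, 0.1 mM ADP, 1 h, RT; normalized against uninhibited and no-enzyme wells.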
An asterisk follows results filed as active; ? = inconclusive; . = not tested or not shown; [ ] = remark or other dose. Calls follow the shape of the dose curve; as a rule, active = well fitted curve in the direction sought with a large enough effect; inconclusive = small, poorly fitted or top-dose-only effect, or another doubt; inactive = no such curve, though single readings can be large; an effect the other way counts as inactive or inconclusive. % is scaled to controls: 0 for no effect and ±100 for the full control effect; potency is read from the fitted curve at half-maximal effect.

Codes: A = Sm TGR inh; B = HCV inh; C = Tb PYK inh; D = Pf growth 96h; E = Pf growth 48h; F = LmPK inhibitor
[1] Cc1cc(-c2nc(C)c(C(=O)NNS(=O)(=O)c3ccc(Cl)cc3Cl)s2)no1
  A = 8.5%	B = -2.2%	C = 1.2%	D = 39.3%[activator]	E = 20.6%	F = 0.2%

[2] C/C(CC(=O)Nc1ccc(C)c(Cl)c1)=N\NC(=O)c1ccncc1
  A = ?	B = -12.5%	C = -18.6%	D = 7.1%	E = 15.3%	F = 4.9%

[3] CCc1ccc(NC(=O)NCc2ccc3c(c2)OCO3)cc1
  A = -21.9%	B = -10.7%	C = 1.1%	D = 9.2%	E = 34.3%[activator]	F = 1.2%

[4] O=C(CSc1nnc(-c2ccc(OC(F)F)cc2)o1)N1CCOCC1
  A = 1.8%	B = ?	C = 3.9%	D = ?	E = 80.8%[activator]	F = -3.8%

[5] Cc1cccc(C(=O)OCC(=O)N2CCCCCC2)c1
  A = -16.8%	B = 10.5%	C = -1.1%	D = 37.5%[activator]	E = 139.0%[activator]	F = .

[6] Cc1cc(C)cc(NC(=S)N(CCN(C)C)C(C)c2cccnc2)c1 (stereo unspecified)
  A = 7.1%	B = -11.7%	C = 3.6%	D = ?	E = 1.5%	F = -0.9%

[7] CCOc1ccc2[nH]cc(-c3csc(N)n3)c2c1
  A = ?	B = -19.8%	C = -9.4%	D = ?	E = 11.7µM*	F = 5.7%

[8] COc1ccc(C(=O)/C=C/c2cc(C(=O)O)cc3c2OCOC3)c(O)c1
  A = ?	B = -0.3%	C = -4.9%	D = -9.7%	E = ?	F = 11.5%

[9] COC(=O)CN(c1ccc(C)cc1)S(=O)(=O)c1ccc(F)cc1
  A = 18.9%	B = 16.2%	C = -4.1%	D = ?	E = -18.7%	F = 6.5%

[10] COc1ccc(-c2cc(=O)oc3cc(OCC(=O)N4CCOCC4)ccc23)cc1
  A = 5.9%	B = -2.1%	C = -4.8%	D = 14.8%	E = -14.1%	F = -9.4%

[11] CC(=O)N1CCC2(CC1)C/C(=N\NC(=S)Nc1ccc(C)cc1)c1cc(O)ccc1O2
  A = 0.6%	B = ?	C = -6.8%	D = -3.0%	E = ?	F = 5.3%

[12] O=C1CNC(c2ccccc2Cl)c2cc(Br)ccc2N1 (stereo unspecified)
  A = -28.9%	B = -0.8%	C = 1.1%	D = 4.65µM*	E = -15.9%	F = -0.2%

[13] Cc1noc(C)c1CSc1ccccc1C(=O)OC(C)C(N)=O (stereo unspecified)
  A = 11.0%	B = -1.1%	C = -17.6%	D = -15.5%	E = 19.5%	F = -4.5%

[14] Cc1ccc(C(CC(=O)O)NC(=O)CN2C(=O)c3ccccc3C2=O)cc1 (stereo unspecified)
  A = -7.5%	B = 0.2%	C = -1.5%	D = 3.1%	E = -6.0%	F = 4.5%

[15] COc1ccccc1Nc1c([N+](=O)[O-])cc(C)cc1[N+](=O)[O-]
  A = 0.6%	B = 1.0%	C = 1.6%	D = 10.4µM*	E = 4.4%	F = -1.0%

Part of the list above, showing only Pf growth 48h.
item	compound	Pf growth 48h
7	CCOc1ccc2[nH]cc(-c3csc(N)n3)c2c1	11.7µM*
6	Cc1cc(C)cc(NC(=S)N(CCN(C)C)C(C)c2cccnc2)c1 (stereo unspecified)	1.5%

Next entries:
Codes: A = Sm TGR inh; B = HCV inh; C = Tb PYK inh; D = Pf growth 96h; E = Pf growth 48h; F = LmPK inhibitor
[16] CNC1C(O)C(OC2C(N)CC(N)C(OC3OC(CN)=CCC3N)C2O)OCC1(C)O (stereo unspecified)
  A = .	B = .	C = 7.5%	D = -16.1%	E = -4.6%	F = .

[17] COc1ccc(-c2cn(-c3ccc(C)cc3C)c(=S)[nH]2)cc1OC
  A = -23.8%	B = ?	C = -29.6%	D = 38.3%[activator]	E = .	F = -3.8%

[18] COc1ccc(CCNC(=O)/C(C#N)=C2\N=C(NC(=O)c3cccs3)c3ccccc32)cc1
  A = 0.0%	B = -6.6%	C = 0.0%	D = ?	E = -11.6%	F = -3.5%

[19] C/C(CC(=O)Nc1cccc(Cl)c1C)=N\NC(=O)Cc1csc(N)n1
  A = 5.9%	B = 11.0%	C = 0.4%	D = 58.3%[activator]	E = 13.2%	F = 0.4%

[20] CCc1nc2ccc(N3CCN(C)CC3)cc2nc1CC
  A = -4.4%	B = ?	C = -3.7%	D = 91.5%[activator]	E = 144.8%[activator]	F = -4.4%

[21] Cc1cccc(C)c1OCCOC(=O)c1cccc(S(=O)(=O)N2CCOCC2)c1
  A = 1.8%	B = -27.2%	C = -10.2%	D = -1.5%	E = -22.8%	F = .

[22] O=C(O)CC(C(=O)OC1CCCCC1)N1CCOCC1 (stereo unspecified)
  A = 3.7%	B = 18.6%	C = 0.8%	D = 1.5%	E = -1.9%	F = -3.5%

[23] CCc1ccc(C(=O)COC(=O)c2cccnc2Cl)cc1
  A = 1.5%	B = 0.5%	C = -10.7%	D = 46.7%[activator]	E = 38.8%[activator]	F = -25.4%

[24] O=c1c2ccccc2nc2n1C(CSCc1cccc(C(F)(F)F)c1)CS2 (stereo unspecified)
  A = -24.0%	B = 10µM*	C = 0.7%	D = -1.1%	E = -13.9%	F = 0.3%

[25] O=c1oc2ccccc2n1Cc1cccc(Cl)c1
  A = 8.5%	B = 10.3%	C = -7.8%	D = -3.6%	E = 14.9%	F = 6.5%

[26] Cc1cccc(NC(=O)CCN2CCC(C)CC2)c1
  A = 3.8%	B = -21.7%	C = -0.3%	D = 6.6%	E = 0.8%	F = 1.8%

[27] COc1cc(C(=S)N2CCOCC2)ccc1OC(=O)c1ccccc1[N+](=O)[O-]
  A = 0.4%	B = -9.7%	C = -12.3%	D = -12.1%	E = 8.2%	F = -4.8%

[28] Cc1cc(C(=O)CSc2n[nH]c(N)n2)c(C)n1-c1ccccc1
  A = -20.0%	B = 11.2µM*	C = -7.4%	D = .	E = 105.2%[activator]	F = 1.2%

[29] CCC(C)[C@H](NC(=O)Nc1cccc(Br)c1)C(=O)OC (stereo partly specified)
  A = -14.7%	B = -9.1%	C = -14.8%	D = 41.6%[activator]	E = 9.8%	F = -1.0%

[30] CCOCCCNC(=O)C1CCN(c2cc(C)nc3c(-c4ccc(OC)c(OC)c4)c(C)nn23)CC1
  A = 3.2%	B = 11.2µM*	C = 2.1%	D = -4.0%	E = 4.15µM*	F = 1.7%

[31] O=C(CCNc1n[nH]c(=O)[nH]c1=O)N/N=C/c1ccc(C(F)(F)F)cc1
  A = 11.3%	B = -19.3%	C = -4.1%	D = -12.7%	E = 8.6%	F = 0.7%

[32] COC1CCCN(C(=O)c2cccc(OC3CCN(S(C)(=O)=O)CC3)c2)C1 (stereo unspecified)
  A = 11.1%	B = 12.8%	C = -3.5%	D = ?	E = 31.7%[activator]	F = 0.1%

[33] Cc1nnsc1C(=O)NNc1ccc(C(C)(C)C)cc1
  A = 35.5µM*	B = -15.3%	C = -2.9%	D = -2.0%	E = -7.4%	F = 13.7%

[34] Cc1ccccc1-c1nc(CS(=O)CC(=O)N2CCC3(CC2)OCCO3)c(C)o1 (stereo unspecified)
  A = 8.91µM*	B = 6.3%	C = -3.8%	D = -25.7%	E = ?	F = 0.0%

[35] Cc1cc(C)c(C(=O)N2CCCC(CNS(=O)(=O)N(C)C)C2)o1 (stereo unspecified)
  A = -0.8%	B = 9.2%	C = -2.0%	D = ?	E = 23.9%	F = 6.8%

[36] Cc1cccc(NC(=O)CNC(=O)CSc2nnc(C(F)(F)F)n2C)c1C
  A = -9.3%	B = 4.8%	C = 4.3%	D = -35.1%	E = -7.7%	F = .

[37] COCc1cc(=O)[nH]c(-c2csc(C)n2)n1
  A = 10.1%	B = 22.0%	C = 2.6%	D = 4.6%	E = -0.5%	F = 2.6%

Compounds listed so far with an aryl methoxy group, in the order listed:
Codes: A = Sm TGR inh; B = HCV inh; C = Tb PYK inh; D = Pf growth 96h; E = Pf growth 48h; F = LmPK inhibitor
[8] COc1ccc(C(=O)/C=C/c2cc(C(=O)O)cc3c2OCOC3)c(O)c1
  A = ?	B = -0.3%	C = -4.9%	D = -9.7%	E = ?	F = 11.5%

[10] COc1ccc(-c2cc(=O)oc3cc(OCC(=O)N4CCOCC4)ccc23)cc1
  A = 5.9%	B = -2.1%	C = -4.8%	D = 14.8%	E = -14.1%	F = -9.4%

[15] COc1ccccc1Nc1c([N+](=O)[O-])cc(C)cc1[N+](=O)[O-]
  A = 0.6%	B = 1.0%	C = 1.6%	D = 10.4µM*	E = 4.4%	F = -1.0%

[17] COc1ccc(-c2cn(-c3ccc(C)cc3C)c(=S)[nH]2)cc1OC
  A = -23.8%	B = ?	C = -29.6%	D = 38.3%[activator]	E = .	F = -3.8%

[18] COc1ccc(CCNC(=O)/C(C#N)=C2\N=C(NC(=O)c3cccs3)c3ccccc32)cc1
  A = 0.0%	B = -6.6%	C = 0.0%	D = ?	E = -11.6%	F = -3.5%

[27] COc1cc(C(=S)N2CCOCC2)ccc1OC(=O)c1ccccc1[N+](=O)[O-]
  A = 0.4%	B = -9.7%	C = -12.3%	D = -12.1%	E = 8.2%	F = -4.8%

[30] CCOCCCNC(=O)C1CCN(c2cc(C)nc3c(-c4ccc(OC)c(OC)c4)c(C)nn23)CC1
  A = 3.2%	B = 11.2µM*	C = 2.1%	D = -4.0%	E = 4.15µM*	F = 1.7%
